Compound activity: PubChem, Broad Institute
FN deposit inh – inhibitors of fibronectin matrix deposition, primary screen, AH1F cells, Alexa488-fibronectin fluorescence, plate reader; AH1F fibroblasts, overnight; inhibition, % at 12.6 µM; actives 0.086% (n = 350,000); AID 743247, 2014;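 active = mean inhibition across replicates of 30% or more, regardless of how many single replicates reach that level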;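 note: positive control wells lacked labelled fibronectin entirely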
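Assay system: AH1F fibroblasts assembling fluorescent fibronectin matrix; Amount: 10000 AH1F cells per well; Buffer or medium: DMEM, 2% serum; Probe or stimulus: Alexa488-fibronectin, 24 nM final in well; Doses: single compound dose, delivered by pin transfer; Incubation: 1 h adhesion, overnight exposure; Measured by: fluorescence 485/525 nm; Read-out: fibronectin deposition inhibition.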
Cneo AK release – Cryptococcus neoformans cell lysis inducers, primary screen, AK release luminescence, single concentration; C. neoformans lysis, adenylate kinase release luminescence, 4 h; normalised: neutral wells 0, clomiphene wells 100; actives 0.2% (n = 360,000); lysis activity, % at 15 µM;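 active = mean lysis activity across replicates of at least 80%, whatever share of replicates individually reach that level; inactive = mean lysis activity below 80%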
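Material – log-phase Cryptococcus neoformans yeast cells · Input – 5 × 10^6 yeast cells/mL · Medium – fresh YPD growth medium · Doses – single compound concentration per well · Timing – static 4 h at 37 °C with compound, 1 h detection · Detection – adenylate kinase release luminescence · Read-out – signal increase indicating cell lysis · Control set – Clomiphene as positive lysis control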
CFTR F508del cor – F508del CFTR correction, initial screen, CFBE line, single point. CFBE cells, YFP halide quenching; stimulated with forskolin plus potentiator P3; % fluorescence drop versus neutral controls. activity (quench increase), % at 7.58 µM. actives 0.36% (n = 350,000). AID 720511, 2013;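 active = mean added fluorescence quench of at least 8% versus neutral control, with both replicates also reaching 8%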;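 note: cells transiently co-express mutant CFTR-F508del with the halide-sensitive YFP; corrector assay measuring rescue of mutant channel to the surface after 24 h compound exposure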
Statin myotox sup – suppressors of statin myotoxicity in C2C12 myotubes, primary screen, cell-based, single point, plate reader. rescue of ATP level, % at 7.49 µM. C2C12 myotubes + simvastatin, ATP luminescence, 48 h; scaled: DMSO 0, geranylgeraniol control 100. actives 0.78% (n = 330,000);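 active = mean ATP rescue above about 67%, or every replicate alone reaching that limit, limit read from the data, passing the limit was not always enough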;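 note: myotubes were challenged with 10 µM simvastatin during compound exposure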
GSIS activator – GLuc luminescence reporter in INS-1E cells, primary screen for activators of glucose-dependent secretion of insulin | actives 0.61% (n = 370,000) | activation, % at 16.6 µM | INS-1E GLuc reporter insulin secretion, 2-3 h;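 active = lowest replicate activation of at least 40%, so every replicate reaches that level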;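 note: 0% = median of neutral control wells and 100% = median of IBMX positive control wells; some compounds called inactive have numbers as strong as hits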
PglD DTNB – C. jejuni PglD acetyltransferase inhibitors, primary screen, biochemical, DTNB colorimetric, single point; inhibition, % at 12.5 µM; purified PglD enzyme, DTNB colorimetric CoA detection; AID 602405, 2012; actives 0.098% (n = 360,000); in the data active = inhibition above about 16%, passing the limit was not always enough; note: strong numbers were not always called active
PGC1a acetyl inh – inhibitors of PGC1a acetylation signal, primary screen, cell-based, U2OS, AlphaScreen, inhibitor mode | AlphaScreen anti-acetyl-lysine; with virally co-expressed GCN5 acetyltransferase | inhibition, % at 15.6 µM | actives 0.17% (n = 350,000) | AID 651687, 2012;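 active = every replicate shows inhibition of at least 40%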;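 note: 0% = neutral control wells and 100% = positive control wells; some results beyond the cut were filed as inactive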
miR122 inh – miR-122 Renilla sensor signal increase in Huh7, primary screen, miR-122 inhibitor project, cell-based, single point, plate reader; AID 602342, 2012; activation (reporter increase), % at 12.5 µM; Huh7 miR-122 Renilla luciferase sensor, 48 h; neutral wells = 0, positive control = 100; actives 0.3% (n = 340,000);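 active = mean replicate activation score at least 90 and every replicate individually at or above 90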;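 note: higher luciferase means less miR-122 activity so hits act as miR-122 inhibitors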
The depositor's hits bear a star; . = no result given; [ ] = another dose, or the depositor's remark.

SMILES	FN deposit inh	Cneo AK release	CFTR F508del cor	Statin myotox sup	GSIS activator	PglD DTNB	PGC1a acetyl inh	miR122 inh
O=C(CCCCn1c(=O)c2ccccc2n(CC(=O)NC2CCCC2)c1=O)NCc1ccco1	.	-1	.	2	15	7	-5	5
COc1ccccc1NS(=O)(=O)c1cccc(C(=O)N/N=C(\C)c2ccc(-n3ccnc3)cc2)c1	-10	-3	.	2	.	-5	7	-3
C=CCN1C(=O)C(CC(=O)O)SC1=Nc1ccc(C)cc1 (stereo not drawn)	-4	-1	-1.8	7	6	-2	.	-1
COc1ccc(CNC(=O)COC(=O)[C@H](Cc2c[nH]c3ccccc23)NC(=O)c2cccs2)cc1	11	0	0.5	.	.	-5	.	-3
CC1(C(=O)NS(=O)(=O)c2ccccc2C(F)(F)F)CCN1C(=O)C1CCCCC1 (stereo not drawn)	-10	2	-0.5	3	-5	0	.	.
COc1cccc(C(O)c2cnc(C(C)C)n2C)c1OC (stereo not drawn)	.	-1	-2.2	3	10	6	1	-3
COc1cccc(C(=O)Nc2ccc3c(c2)C(=O)N(C)[C@@H]2CC[C@H](CC(=O)NCC(F)(F)F)O[C@@H]2CO3)c1	-8	-2	0.5	2	3	8	-6	43[16.7 µM]
C[C@@H]1CN([C@H](C)CO)C(=O)c2cc(C#CCC3CCCC3)cnc2O[C@H]1CN(C)C(=O)CN(C)C	3	.	0.7	20	-4	0	-7	-2[16.7 µM]
O=C(Nc1cccc(C(F)(F)F)c1)c1cncs1	-1	-1	0.1	4	9	4	8	5
COc1ccccc1NC(=O)N[C@@H]1CC[C@H](CCn2cc(-c3ccccc3)nn2)O[C@H]1CO	.	5	1.1	0	-14	-2	-7	.
Cc1cc(Cl)ccc1NC(=S)N1CCN(Cc2ccccc2)CC1	-6	7	.	8	-21	0	-8	-6
Cc1ccc(C(C(=O)NCCc2ccccc2)N(C(=O)c2csnn2)C2CC2)o1 (stereo not drawn)	-6	-1	.	11	.	-1	-12	8
O=C(NCc1ccncc1)[C@H]1N[C@H]2c3ccc(/C=C/c4ccccc4)c(=O)n3C[C@H]2[C@@H]1CO	.	1	-3.6	5	6	0	.	1[16.7 µM]
Cc1ccc(S(=O)(=O)N(C)C)cc1NC(=O)COC(=O)c1ccc2c(=O)n3c(nc2c1)CCC3	.	.	-1.1	5	6	.	5	15
COc1cc(/C=C2\SC(N3CCc4ccccc4C3)=NC2=O)cc(OC)c1OC	-2	-2	.	.	.	0	.	-1
C[C@@H]1CN([C@@H](C)CO)C(=O)c2cc(NS(=O)(=O)c3ccc(Cl)cc3)ccc2O[C@@H](C)CCCCO[C@@H]1CN(C)C	.	2	-1.2	10	-1	-2	-2	-2[16.7 µM]
CCCCNC(=O)C(C)N(CCN(C)C)C(=O)CCCN1C(=O)NC(c2ccc(Cl)cc2)C(C(=O)OCc2ccccc2)=C1C (stereo not drawn)	0	-1	0.8	-21	8	-7	.	.
CCOCCCNC(=O)/C(C#N)=C/c1ccc(C)o1	4	.	0.5	.	-13	.	-7	.
CC(C)[C@@H](C)NC(=O)N(C)C[C@@H]1OCc2ccccc2-c2ccccc2C(=O)N([C@H](C)CO)C[C@@H]1C	-8	0	-0.1	-17	3	2	10	.
COc1ccccc1NNC(=O)c1cc(C(C)(C)C)nn1Cc1ccccc1	16	0	-4.3	.	-25	-2	7	7
CCCCn1c(N)c(N(CCOC)C(=O)COC(=O)COc2ccccc2C#N)c(=O)[nH]c1=O	-2	0	-1.1	4	-13	1	-4	-3
CCn1cc(/C=C(\NC(=O)c2ccccc2Cl)C(=O)N2CCOCC2)c2ccccc21	-11	-1	-1.7	1	-2	-1	-7	0
CCN(Cc1ccccc1)C(=O)CSc1ncn[nH]1	-4	0	-3.8	-3	16	-1	-3	-3
CN1C(=O)c2cc(NC(=O)C3CCOCC3)ccc2OC[C@H]2O[C@@H](CC(=O)NC3CCCC3)CC[C@@H]21	10	-4	1.9	15	2	-1	-5	1[16.7 µM]
O=C(Cn1nnc2ccccc21)N1CCCCC1	4	-4	.	-5	.	1	4	-5
O=C(NC1=C(NC2CCS(=O)(=O)C2)C(=O)c2ccccc2C1=O)c1ccccc1 (stereo not drawn)	5	-3	6.3	-15	-32	-5	.	17
O=C(Cn1nnc(-c2ccccc2F)n1)Nc1ccc(C(=O)N2CCOCC2)cc1	.	1	.	11	.	13	5	1
C/C(=N\Nc1ccc([N+](=O)[O-])cc1)c1ccc(N)cc1	3	1	-3.6	33	0	0	-2	0
COc1cc(C)c(Br)cc1S(=O)(=O)NCCN1CCOCC1	-3	.	-1.7	.	4	.	-10	65
Cc1[nH]n(-c2nc(-c3ccccc3)cc(=O)[nH]2)c(=O)c1CCO	9	-1	3.8	5	12	7	-2	2
CCCCC1(Cc2ccc(OC)c([N+](=O)[O-])c2)C(=O)N(c2ccccc2)N(c2ccccc2)C1=O	1	2	.	3	.	3	-3	-6
CCOc1ccc(-c2noc(CCC(=O)NC)n2)cc1OCC	1	-2	.	95*	56*	3	6	1
CO[C@@H]1CN(C)C(=O)c2ccc(NS(=O)(=O)c3cn(C)cn3)cc2OC[C@@H](C)N(Cc2cccc(C(F)(F)F)c2)C[C@H]1C	-8	-1	-0.5	42	-32	1	-8	.
Cc1noc(C)c1S(=O)(=O)Nc1ccc2c(c1)C(=O)N([C@H](C)CO)C[C@@H](C)[C@H](CN(C)Cc1ccc(-c3ccccc3)cc1)O2	.	1	-2.0	.	-26	1	-12	-6[16.7 µM]
Cc1noc(C)c1S(=O)(=O)N(CC(=O)O)c1ccc2c(c1)OCO2	.	3	.	2	.	1	0	-8
COc1cc(C(=O)N2CCC(n3c(C)nc4cc(F)ccc43)CC2)cc(OC)c1OC	4	0	.	-3	.	4	-11	-4
C=C1C(=O)O[C@H]2C1CC[C@@](C)(O)C13C=CC(C)(C21)C1(C3)C(=O)O[C@@H]2C3C(C)=CCC3[C@](C)(O)C[C@H](OC(C)=O)C21 (stereo partly drawn)	-7	-2	1.1	-33	-19	3	-3	-10
C[C@H]1CCCCO[C@H](CN(C)S(=O)(=O)c2cn(C)cn2)[C@@H](C)CN([C@@H](C)CO)C(=O)c2cc(NS(=O)(=O)c3cn(C)cn3)ccc2O1	-10	0	-0.7	.	32	0	-4	6[16.7 µM]
Cc1c(O)c2c3c(cccc3c1O)C(=O)N(c1ccccc1)C2=O	4	-1	.	.	-27	5	0	-5
CC1=CC(C)(C)NC(=S)N1c1ccc(N(C)C)cc1	-2	-5	2.3	1	.	-3	-8	-6
CN(c1ccccc1)S(=O)(=O)c1cccc(NC(=O)CSc2n[nH]c(N)n2)c1	1	0	-1.1	1	-19	8	-2	45
CCN(c1ccccc1)S(=O)(=O)c1ccc(C(=O)Nc2nnc(-c3ccco3)o2)cc1	4	.	0.8	-21	-3	.	-5	-2
CN(C(=O)COC(=O)c1ccc(Br)c([N+](=O)[O-])c1)c1c(N)n(Cc2ccccc2)c(=O)[nH]c1=O	.	.	-6.3	-9	20	.	.	-2
C=C(C)C1CC=C(C)/C(=N/NC(=O)c2ccc(NC(=O)CCC)cc2)C1 (stereo not drawn)	.	0	.	4	.	-2	-17	1
O=C(Nc1nnc(C2CC2)s1)c1cncc(Br)c1	6	-3	0.7	-9	-5	-2	1	5
Oc1ccccc1-c1cc(-c2ccccc2Cl)[nH]n1	.	-9	1.0	2	-11	.	4	26
COc1ccc(NC(=O)N(C)C[C@@H]2Oc3ccc(NC(=O)Cn4cnnn4)cc3C(=O)N([C@H](C)CO)C[C@@H]2C)cc1	.	3	0.6	46	10	5	-24	20[16.7 µM]
CCOc1ccc(CCNS(=O)(=O)c2cnc[nH]2)cc1OCC	.	0	.	6	.	5	6	8
O=C(Nc1cc(C(=O)N2CCN(c3ccccc3O)CC2)ccc1Cl)c1cccs1	0	1	1.0	1	4	-1	-9	-1
COc1ccc(NC(=O)Nc2ccc3c(c2)CC(=O)N([C@@H](C)CO)C[C@H](C)[C@@H](CN(C)Cc2ccc(Oc4ccccc4)cc2)O3)cc1	.	1	2.7	-151	-5	-5	1	-8[16.7 µM]
O=S(=O)(c1ccccc1)N1CCN(Cc2ccccc2)c2ccccc21	-6	-1	-1.5	3	17	4	-15	1
Cc1ccc(CN(N=Nc2nonc2N)c2nonc2N)c(C)c1	0	-13	.	8	-17	-4	-2	8
CN(C)CC(=O)Nc1ccc2c(c1)[C@@H]1C[C@@H](CC(=O)NCc3ccccc3F)O[C@@H](CO)[C@@H]1O2	-13	2	1.8	-9	-2	-1	0	-2[16.7 µM]
CC(=O)c1cc(-c2ccccc2)n(CCC(=O)NC2CCCCC2)c1C	-4	0	.	.	-4	-2	-179	-3
COc1ccc(C2(C(=O)NCCc3ccccc3)CCCC2)cc1	7	2	0.8	6	0	-12	-31	4
Cc1ccc2nc(NCc3ccc(F)cc3)c3nncn3c2c1	-1	5	-4.5	-19	12	0	11	-15
Oc1ccccc1-c1nc(N2CCN(Cc3ccccc3)CC2)c2ccccc2n1	-3	0	.	5	.	1	-6	1
NC(=O)CSc1oc(-c2cccs2)nc1S(=O)(=O)c1ccccc1	.	1	.	0	8	-7	-4	10
CC=Cc1ccc2n(c1=O)C[C@H]1[C@H](CO)[C@@H](C(=O)NCCC)N(CC3CCCC3)[C@@H]21 (mixture of isomers)	.	-1	3.0	5	-2	1	11	5[16.7 µM]
C[C@H](CO)N1C[C@H](C)[C@H](CN(C)S(=O)(=O)c2ccc(Cl)cc2)OCCCC[C@H](C)Oc2ccc(NC(=O)Nc3ccccc3)cc2C1=O	.	3	-1.1	.	-9	-5	2	4[16.7 µM]
Cc1ccc(C)c(S(=O)(=O)N2CCN(C(=O)C3CC3C)CC2)c1 (stereo not drawn)	-5	-2	1.4	3	-1	-4	-3	-6

Gathered by group, the compounds so far with a furan ring, fused or not.
SMILES	FN deposit inh	Cneo AK release	CFTR F508del cor	Statin myotox sup	GSIS activator	PglD DTNB	PGC1a acetyl inh	miR122 inh
O=C(CCCCn1c(=O)c2ccccc2n(CC(=O)NC2CCCC2)c1=O)NCc1ccco1	.	-1	.	2	15	7	-5	5
Cc1ccc(C(C(=O)NCCc2ccccc2)N(C(=O)c2csnn2)C2CC2)o1 (stereo not drawn)	-6	-1	.	11	.	-1	-12	8
CCOCCCNC(=O)/C(C#N)=C/c1ccc(C)o1	4	.	0.5	.	-13	.	-7	.
CCN(c1ccccc1)S(=O)(=O)c1ccc(C(=O)Nc2nnc(-c3ccco3)o2)cc1	4	.	0.8	-21	-3	.	-5	-2

Compounds as they come. Share with any hit: about 2.1%.
